RmlCD inh mix = inhibitors of RmlC and RmlD coupled enzymes. RmlC/RmlD coupled enzyme inhibition, 384-well mixture HTS. inhibition, % at 5.5 µM. 110,000 compounds, 0.39% hits; in the data active = inhibition above about 30%, passing the limit was not always enough; also: strong numbers were not always called active
HIV RNase H inh = inhibitors of HIV-1 reverse transcriptase RNase H | P04585 | RT-RNase H RNA/DNA duplex cleavage, fluorescence | inhibition, % at 10 µM | 65,000 compounds, 1.9% hits; in the data active = inhibition above about 50%
* = called active by the depositor; / = no result given; & = joins results of further samples. This is a subset; rates above refer to the full screens.

SMILES	RmlCD inh mix	HIV RNase H inh
COc1cccc(C(=O)CSc2nnnn2C2CCCCC2)c1	-9	/
CCCCC1=CC2=CC(=O)C(C)(OC(=O)CC)C(=O)C2=CN1CCCOC(C)C (stereo unspecified)	22	/
CCc1cccc(NC(=O)COc2ccccc2)c1	-8	/
COc1ccc(-c2ccoc2)cc1[C@H]1[C@H]2C=CC[C@@H](C)[C@@H]2C(=O)N1Cc1ccccc1	0	/
CCOc1ccccc1NC(=O)CCSc1nc2n[nH]c(C)c2c(=N)n1-c1ccccc1Cl	8	36
O=C(O)CSc1nnc(SCc2cccc3ccccc23)s1	8	/
CC(=NCc1ccco1)c1c(C)[nH]n(-c2nc3ccccc3s2)c1=O	5	-1
CC(NC(=O)Cc1ccc(F)cc1)C(c1cccs1)N1CCN(C)CC1 (stereo unspecified)	11	-11
CC1(C)CC(n2c(=S)[nH]c3ccccc3c2=O)CCO1 (stereo unspecified)	/	-14
CCCCN(CCCNC(=O)C1CCN(S(=O)(=O)CC)CC1)c1ccccc1	10	1
CCCC[C@@H]1CNC(=S)N1CC1CCCCC1	2	/
O=c1[nH]c(CN2CCN(c3ccccc3)CC2)nc2ccccc12	-12	-6
COC(=O)CSc1nc(-c2ccc(C)cc2)c2c(c1C#N)CCCC2	-1	/
COc1cc(-c2cccs2)cc(=O)c2c(C)oc(C)c12	6	37
CCCCCCCCCC(=O)N/N=C(\C)c1cccnc1	3	/
O=C(Cn1cnnn1)Nc1ccccc1Cc1ccccc1	45	-10
CCOC(=O)CC(NC(=O)c1cccs1)c1ccc(OCC)cc1 (stereo unspecified)	-4	/
CSc1nc(C)c2cc(C)oc2n1	136	-9
CC(C)NS(=O)(=O)c1cc(C(=O)O)ccc1Cl	/	0
O=S(Cc1ccccc1)CC(O)(c1ccc(Cl)cc1)c1ccc(Cl)cc1 (stereo unspecified)	24	/
Cn1c(=O)c2c(nc(SCC(=O)OCc3ccccc3)n2C)n(C)c1=O	6	-3
CCn1ccnc1C(O)c1ccccc1OC (stereo unspecified)	-4	/
COc1cc2c(cc1NC(=O)CN1CCN(S(=O)(=O)c3ccc(F)cc3)CC1)oc1ccccc12	-15	56*
C/C(=C\C(=O)c1ccc(C)cc1)NCc1ccc(F)cc1	5	/
CSc1ccc(S(=O)(=O)NCCOc2ccccc2C)cc1	6	-9
O/N=C/c1cc(Br)ccc1OCc1ccc(F)cc1	7	/
CCCn1nnnc1SCC(=O)Nc1nnc(CC)s1	-11	0
CCOCCCNC(=O)CN1C(=O)CSc2cc(S(=O)(=O)N3CCCCCC3)ccc21	/	0
O=c1cc(Cl)c(-c2ccccc2)n[nH]1	12	/
CCN1CCCC1CNC(=O)C1CCCN(S(=O)(=O)c2cccc3nsnc23)C1 (stereo unspecified)	/	2

Single entries from the results shown.
RmlCD inh mix result of CCn1ccnc1C(O)c1ccccc1OC (stereo unspecified) is entered as -4
HIV RNase H inh result of CCCn1nnnc1SCC(=O)Nc1nnc(CC)s1 is entered as 0
RmlCD inh mix result of CCOC(=O)CC(NC(=O)c1cccs1)c1ccc(OCC)cc1 (stereo unspecified) is entered as -4

Next entries.
SMILES	RmlCD inh mix	HIV RNase H inh
C[C@@H]1C=C(C(=O)N2CCOCC2)O[C@H](OCc2ccc(CO)cc2)C1	2	/
O=C(O)Cc1ccc(O)c(F)c1	3	/
Cc1ccc(NC(=O)c2ccccc2)s1	-10	-5
Cc1ccc(NC(=S)NCC2CCCO2)cc1C (stereo unspecified)	8	/
CC(=O)c1ccc(NS(=O)(=O)c2ccccc2)cc1	7	-2
Cc1ccccc1NC(=S)NC(=O)c1cc(-c2ccccc2)nc2ccccc12	-7	/
O=C(OCc1cn(Cc2ccccc2)nn1)c1ccccc1	-2	/
Clc1cccc(Cl)c1COc1ccccn1	-8	-49
COc1cc(C(=O)NNc2nc3cc4c(cc3s2)OCO4)cc(OC)c1OC	-2	/
CCOC(=O)CSc1ccc(S(=O)(=O)N(C)C2CCCCC2)cc1[N+](=O)[O-]	-14	/
COc1ccc(Cc2nnc(NC(=O)c3cccs3)s2)cc1	-6	-9
COc1ccc(N2C(=O)CC(Sc3nc(C)cc(C)c3C#N)C2=O)cc1 (stereo unspecified)	10	/
CCOc1ccc(-c2cc(CCCC(=O)Nc3cc(OC)ccc3OC)no2)cc1	9	0
Cc1cc(NC(=O)COC(=O)C2COc3ccccc3O2)no1 (stereo unspecified)	43	-1
O=S(=O)(Cc1ccccc1)N1CCN(c2ccccc2)CC1	-4	/
COc1ccc(SCc2noc(C(=O)NCC3CCCO3)c2C(=O)O)cc1 (stereo unspecified)	6	/
COc1ccc(NC(=O)N2CCCC2C(=O)Nc2ccccc2)cc1 (stereo unspecified)	9	/
CCn1cc(SCC(=O)N2CCc3ccccc32)c2ccccc21	3	/
CCCCn1c2nc3ccccc3nc2c2c(=O)n(C(C)CC)cnc21 (stereo unspecified)	31	-1
N#Cc1cc(C(=O)c2cc(Br)ccc2O)cn(C2CCCCC2)c1=O	1	/
O=C(Cn1cnc2ccccc2c1=O)NCc1ccco1	-9	-2
Cc1ccc(CC2S/C(=N/c3ccccn3)NC2=O)cc1 (stereo unspecified)	6	/
O=C(O)C1CCCCC1C(=O)Nc1nc(-c2cccs2)cs1 (stereo unspecified)	-8	19
CCN1CCN(Cc2ccc(NC(=O)c3cc(NC(=O)C4=NN(c5ccccc5)C(=O)C4)cc(OC)c3)cc2C(F)(F)F)CC1	7	/
COCCn1c(SCC(=O)NCc2ccccc2)nnc1-c1ccco1	8	/
Cc1cc(/C=C(\C#N)C(=O)NCC2CCCO2)c(C)n1-c1ccc(Cl)cc1 (stereo unspecified)	-5	/
N#CC1=C(SCC(=O)Nc2ccccc2)NC(=O)CC1c1ccco1 (stereo unspecified)	10	/
Nc1nc(Br)c2c(F)cccc2c1-c1ccc(Cl)cc1	5	/
CC(C)NCCOc1cccc(Br)c1	-10	/
Cc1csc(NC(=O)C(CC(C)C)NS(=O)(=O)c2ccc3c(c2)oc(=O)n3C)n1 (stereo unspecified)	-26	3
CCc1ccc(-c2nc(CN3CCC(C(=O)N4CCN(c5ccccn5)CC4)CC3)c(C)o2)cc1	/	7
N/C(=N\OS(=O)(=O)c1ccc2ccccc2c1)c1ccncc1	-9	/
O=C1NC(c2ccccc2)(C(F)(F)F)SC2=NCCCN12 (stereo unspecified)	-4	-1
CC(=O)Nc1ccc(S(=O)(=O)NC(CC(=O)NCCCN2CCOCC2)C(C)C)cc1 (stereo unspecified)	-17	-12
CCOC(=O)N1CCC(C(N)=O)CC1	13	-15
COC(=O)Cc1c[nH]c2cccc(OCC(O)CN(Cc3ccc([N+](=O)[O-])cc3)C(C)(C)C)c12 (stereo unspecified)	-5	/
O=C(NC(NC1CCS(=O)(=O)C1)C(Cl)(Cl)Cl)c1cccc(Cl)c1 (stereo unspecified)	-11	/
CC(O)(CS(=O)(=O)c1cccc(C(F)(F)F)c1)C(=O)Nc1cccc(C(F)(F)F)c1 (stereo unspecified)	3	/
C/C(N)=C(/C#N)C(=O)COC(=O)COc1ccc(Cl)cc1C	6	/
CC1(C)CC2CC(C)(CN2S(=O)(=O)c2ccc(N)cc2)C1 (stereo unspecified)	5	-3
COc1ccc(C(=O)c2cnc3cc4c(cc3c2C)OCO4)cc1	-12	/
O=C(C(NS(=O)(=O)c1cccc2nsnc12)c1ccccc1)N1CCN(c2ccccn2)CC1 (stereo unspecified)	-44	-18
CCn1c(C)cc(/C=C2\NC(=O)N(Cc3ccccc3)C2=O)c1C	-7	/
COC(=O)c1ccc(OCC(=O)c2ccccc2OC)cc1	12	/
COc1cc(NC(=O)C2CCCN(S(=O)(=O)c3ccc4c(c3)oc(=O)n4C)C2)cc(OC)c1 (stereo unspecified)	-14	/

Rewritten as labelled records: four of the compounds above.
N/C(=N\OS(=O)(=O)c1ccc2ccccc2c1)c1ccncc1
  RmlCD inh mix: -9; HIV RNase H inh: /
O=C1NC(c2ccccc2)(C(F)(F)F)SC2=NCCCN12 (stereo unspecified)
  RmlCD inh mix: -4; HIV RNase H inh: -1
CC(=O)Nc1ccc(S(=O)(=O)NC(CC(=O)NCCCN2CCOCC2)C(C)C)cc1 (stereo unspecified)
  RmlCD inh mix: -17; HIV RNase H inh: -12
CCOC(=O)N1CCC(C(N)=O)CC1
  RmlCD inh mix: 13; HIV RNase H inh: -15

The listing continues.
SMILES	RmlCD inh mix	HIV RNase H inh
CCOc1cccc(-n2nnnc2-c2ccc(OC)cc2)c1	-8	-28
CC1=C(C(=O)OC(C)C)C(c2ccsc2)NC(=O)N1C (stereo unspecified)	-12	/
[N-]=[N+]=CC(=O)C(Cc1ccccc1)N1C(=O)c2ccccc2C1=O (stereo unspecified)	-7	-9
Nc1nc(CN2CCN(c3ccccc3F)CC2)nc(Nc2ccccc2)n1	-9	-8
O=C(Nc1ccc(Cl)cc1)OCCn1nnnc1C(c1ccccc1)N1CCOCC1 (stereo unspecified)	-7	-12
NCCCC[C@H](NC(=O)C1CCNCC1)c1nnc(CN)o1	-7	/
CC(C)CC(NC(=O)c1ccc(Cl)cc1)C(=O)OCC(=O)c1ccc2c(c1)NC(=O)CO2 (stereo unspecified)	6	/
CCOC(=O)C(C)Sc1ncnc2nc[nH]c12 (stereo unspecified)	-9	/
O=C(CSc1nnc(CNc2ccccc2)o1)N1CCc2ccccc21	4	-17
Cn1c(SC/C=C/c2ccccc2)nnc1-c1cccs1	5	-18
CC1=C(C(N)=O)C(c2cccs2)n2nc(-c3cccc(C)c3)nc2N1 (stereo unspecified)	1	-3
CN1CCc2c(sc(/N=C/c3cccs3)c2C(N)=O)C1	3	-2
COC(=O)C(Cc1ccccc1)NC(=O)CSc1nc(C)cc(=O)[nH]1 (stereo unspecified)	-8	-8
CCOC(=O)N1CCN(Cc2nc(N)nc(Nc3ccccc3C)n2)CC1	8	/
C/C=C\C=C\C(=O)N1CC2(CC(c3cccc(NC(=O)COc4ccc(Cl)cc4)c3)=NO2)C[C@H]1C(N)=O (stereo partly specified)	-1	/

The list goes on (five carried over from the part before).
SMILES	RmlCD inh mix	HIV RNase H inh
CC1=C(C(N)=O)C(c2cccs2)n2nc(-c3cccc(C)c3)nc2N1 (stereo unspecified)	1	-3
CN1CCc2c(sc(/N=C/c3cccs3)c2C(N)=O)C1	3	-2
COC(=O)C(Cc1ccccc1)NC(=O)CSc1nc(C)cc(=O)[nH]1 (stereo unspecified)	-8	-8
CCOC(=O)N1CCN(Cc2nc(N)nc(Nc3ccccc3C)n2)CC1	8	/
C/C=C\C=C\C(=O)N1CC2(CC(c3cccc(NC(=O)COc4ccc(Cl)cc4)c3)=NO2)C[C@H]1C(N)=O (stereo partly specified)	-1	/
COc1ccc(C(CNC(=O)c2ccc(S(=O)(=O)N3CCOCC3)cc2)N2CCCCC2)cc1 (stereo unspecified)	2	-14
COc1ccc(N2CCN(C(=O)CCc3ccc(S(=O)(=O)NC(C)C)cc3)CC2)cc1	-12	/
Cc1cc(C)nc(NN2C(=O)/C(=C/c3ccc(O)cc3)SC2=S)n1	-4	/
O=C(CSc1nccc2ccccc12)N1CCN(Cc2ccc3c(c2)OCO3)CC1	/	-4
O=C1CC(c2ccco2)CC2=C1C(c1ccccc1)n1nc(C(F)(F)F)nc1N2 (stereo unspecified)	5	3
COc1cccc(NS(=O)(=O)c2ccc3[nH]cc(C(=O)NC4CC4)c(=O)c3c2)c1	-3	-5
CCOC(=O)Cc1csc(N)n1	11	/
CCOn1c(-n2nc(C)cc2C)nc2ccccc2c1=O	17	/
COc1cc(NS(=O)(=O)c2ccc(N)cc2)ncn1	/	-4&-15
COC(=O)C1=C(c2ccccc2)C[C@@H]2CC[C@H]1N2C(=O)N1CCCCC1	7	/
Cc1onc(-c2c(F)cccc2Cl)c1C(=O)N1CCN(S(C)(=O)=O)CC1	8	1
Cc1ccc(-c2c(C#N)c(N)n(-c3ccc(C)cc3)c(=O)c2C#N)cc1	-10	/
Cc1ccc(-c2cc(C(=O)NCc3ccco3)c3ccccc3n2)o1	24	-19
O=c1[nH]c2c(s1)C(c1ccc(O)cc1)C1C3CCC(C3)C1S2 (stereo unspecified)	-16	/
Nc1ccc(N=Nc2ccccc2)c(N)n1	-16	7
Cc1cc(C(=O)N2CCN(c3ncccn3)CC2)sc1-c1ccccc1	-6	0
CN(Cc1ccco1)C(=O)Cn1c(=O)oc2cc(S(=O)(=O)NCc3ccccc3)ccc21	-9	3
CCCC1=[N+](CC(=O)c2ccccc2)CCn2c(C)ccc21	7	/
COc1cc(OC)c(OC)cc1CNC(C)C(O)c1ccccc1 (stereo unspecified)	-6	-8
COc1cc(NS(=O)(=O)c2ccc(OC)c(C)c2C)c(OC)cc1Cl	4	-45
O=C(c1ccc(N2C(=O)CCC2=O)cc1)N1CCOCC1	-1	-7
O=C(NC1CCCCCCC1)c1ccc2c(c1)OCO2	-15	-4
CCCCN(CCCC)S(=O)(=O)c1ccc(NC(=O)CN2CCOCC2)cc1	9	/
Cc1cc(N2C(=O)c3ccc(C(=O)NCc4ccccc4)cc3C2=O)no1	-12	2
Cn1c(=O)c2c(nc(SCCNS(=O)(=O)c3ccccc3)n2C)n(C)c1=O	4	-12
COc1ccc(N(C)C(=O)c2ccc3snnc3c2)cc1	6	-12
Cc1nn(Cc2ccc(C(=O)N3c4ccc(F)cc4CCC3C)o2)c(C)c1Br (stereo unspecified)	-5	4
O=C1N(CC(=O)N2CCc3ccccc32)CCN1Cc1ccc(Cl)cc1	-8	-13
CC(=O)N1CCN(C(=O)CCc2nc3sc4c(c3c(=O)[nH]2)CCCC4)CC1	2	-6
Cc1c(Cl)cccc1NC(=O)CSCC(N)=O	-8	-5
COc1cc2c(cc1NC(=O)CSc1nnc(Cc3cccs3)n1Cc1ccco1)oc1ccccc12	6	/
Cc1cc2ccccc2cc(C)c1=O	-12	-16
O=C(NCc1ccc2c(c1)OCO2)c1cc(-c2ccc(Cl)cc2Cl)on1	-11	/
CCCS(=O)(=O)c1c(S(=O)(=O)CCC)c2c(C)cccn2c1C(N)=O	10	/

Single records (already shown). Order of values: RmlCD inh mix | HIV RNase H inh
CCOCCCNC(=O)CN1C(=O)CSc2cc(S(=O)(=O)N3CCCCCC3)ccc21 is entered as / | 0
CC(C)NCCOc1cccc(Br)c1 is entered as -10 | /

High-throughput results as filed in PubChem BioAssay.
